Screens deposited in PubChem BioAssay by National Center for Advancing Translational Sciences (NCATS).
TRHR enhancer: allosterically enhances the human TRH receptor; enhancement, % at 2 µM; 360,000 compounds, 0.66% hits; TRHR cells, fluo-8 calcium fluorescence, EC20 TRH enhancement; AID 493056; in the data active means enhancement above about 30%; further: 0% is about no effect
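Enhancer read-out: after compound pinning and an initial kinetic agonist-mode read, an EC20 of TRH (10 nM final) was injected and fluo-8 calcium signal (Ex 480/Em 530) followed at 1 s/cycle for 100 cycles in TRHR-expressing cells.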
D1 antag: antagonists of human D1 dopamine receptor; AID 504652; HEK293 TREx D1 cells, calcium flux, dopamine EC80; active compounds read low; activity change, negative = inhibition, % at 10 µM; 360,000 compounds, 3.2% hits; in the data active means activity change below about -30%; further: on the % scale 0 is the no-effect control and ±100 the full control effect
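Antagonism measured as reduced calcium response to an EC80 dopamine addition following 180 s compound pre-read; cells were inducible HEK293 Trex D1 plated overnight at 30 C, read kinetically at 1 cycle/sec.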
D1 agonist: agonists of human D1 dopamine receptor | activation, % at 2 µM | P21728 | HEK293 T-REx D1 cells, calcium flux, agonist mode | AID 504660 | 360,000 compounds, 1% hits; in the data active means activation above about 30%; further: 0% is about no effect
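Inducible HEK293 T-REx D1 cells, force-coupled to calcium signalling, were plated at 4000 cells/well with tetracycline and held overnight at 30 C. After no-wash calcium dye loading, compound-evoked calcium rise over 180 s flagged agonists.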
Apoferritin bind: binds horse apoferritin like a general anesthetic | P02791 | apoferritin/1-aminoanthracene competitive binding, fluorescence | Potency, µM (highest dose often 77.5 µM), without a hit: top-dose activity change, negative = displacement, usual class: inhibitors | 350,000 compounds, 0.074% hits | AID 485281; further: potency means the concentration at half of the fitted maximal effect; on the % scale 0 is the no-effect control and ±100 the full control effect; nearly all actives have a fitted effect of over 20% in size
Target sequence (P02791 2-175 limits assumed): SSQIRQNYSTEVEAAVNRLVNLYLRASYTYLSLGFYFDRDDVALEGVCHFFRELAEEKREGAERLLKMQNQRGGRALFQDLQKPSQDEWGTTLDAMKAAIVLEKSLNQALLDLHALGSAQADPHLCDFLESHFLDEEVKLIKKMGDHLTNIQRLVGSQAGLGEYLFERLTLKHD
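Horse-spleen apoferritin (10 uM) was mixed with 50% saturated 1-aminoanthracene in PBS, exposed to compounds for 10 min at room temperature, and read for fluorescence (ex 380 nm, em 535 nm). Competitive displacement was fitted with a four-parameter Hill equation.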
D2 potentiator: positive allosteric modulators of human D2 dopamine receptor | P14416 | HEK293 T-REx D2, calcium flux, EC20 dopamine potentiation | potentiation, % at 10 µM | 340,000 compounds, 0.34% hits | AID 485347;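 active means potentiation over 3 SD above the plate norm, cut at about 30% in these data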; further: 0% is about no effect
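Primary screen. Calcium kinetics in induced HEK293 T-REx D2 cells: compound pre-addition 180 s, EC20 dopamine, 180 s more.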
D1 potentiator: potentiators of human D1 dopamine receptor; potentiation, % at 10 µM; 360,000 compounds, 0.036% hits; HEK293 TREx D1 cells, calcium flux, dopamine EC20 potentiation; in the data active means potentiation above about 30%; further: 0% is about no effect
TRHR ag: activates the human TRH receptor; TRHR cells, calcium flux fluo-8, FDSS agonist mode; P34981; 360,000 compounds, 0.18% hits; activation, % at 2 µM; in the data active means activation above about 30%; further: 0% is about no effect
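Agonist-mode FDSS calcium read (Ex 480/Em 530, 1 s cycles) in 1536-well TRHR cells with fluo-8 dye, after 10-cycle baseline and 23 nL compound addition; TRH at EC20 (10 nM final) added afterwards for the enhancer phase.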
RXFP1 antagonist: RXFP1 (human) relaxin receptor antagonism. 350,000 compounds, 0.59% hits. activity change, negative = inhibition, % at 57.5 µM. HEK293-RXFP1, relaxin-stimulated cAMP HTRF, 30 min; active compounds read low;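 active means activity change of -60% or lower, but not beyond a set lower limit; inconclusive means change between -60% and -40%, or beyond the set limit; inactive means change above -40%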; further: on the % scale 0 is the no-effect control and ±100 the full control effect
Target sequence (Q9HBX9 whole entry, looked up): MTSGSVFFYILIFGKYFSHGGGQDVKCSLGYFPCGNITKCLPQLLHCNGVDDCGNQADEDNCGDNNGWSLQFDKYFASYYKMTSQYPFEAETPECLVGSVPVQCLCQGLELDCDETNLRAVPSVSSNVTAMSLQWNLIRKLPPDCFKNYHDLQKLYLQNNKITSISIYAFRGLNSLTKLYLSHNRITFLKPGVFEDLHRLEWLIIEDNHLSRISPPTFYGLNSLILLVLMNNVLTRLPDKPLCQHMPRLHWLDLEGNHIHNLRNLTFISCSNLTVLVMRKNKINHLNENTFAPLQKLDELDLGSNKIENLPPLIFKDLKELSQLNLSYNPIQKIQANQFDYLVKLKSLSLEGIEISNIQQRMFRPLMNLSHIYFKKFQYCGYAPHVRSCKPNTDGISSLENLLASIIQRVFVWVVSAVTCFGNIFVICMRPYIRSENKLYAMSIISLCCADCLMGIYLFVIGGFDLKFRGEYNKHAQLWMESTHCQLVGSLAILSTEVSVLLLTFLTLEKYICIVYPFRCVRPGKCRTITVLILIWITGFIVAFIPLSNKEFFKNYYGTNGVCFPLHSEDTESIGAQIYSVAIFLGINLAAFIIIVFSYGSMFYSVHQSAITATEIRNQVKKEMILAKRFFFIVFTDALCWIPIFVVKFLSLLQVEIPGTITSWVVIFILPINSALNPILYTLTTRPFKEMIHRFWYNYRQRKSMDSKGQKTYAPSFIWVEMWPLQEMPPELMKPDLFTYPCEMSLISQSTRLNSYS
RXFP1 agonist: activates the human relaxin receptor RXFP1 | HEK293T-RXFP1 cAMP TR-FRET, 30 min; response scale: percent of porcine relaxin response, buffer zero | AID 2676 | Potency, µM (highest dose often 57.5 µM), without a hit: top-dose activation, hits mostly activators | 370,000 compounds, 0.3% hits; further: potency means the concentration at half of the fitted maximal effect; on the % scale 0 is the no-effect control and ±100 the full control effect; nearly all actives have a fitted effect of over 60% in size; many of its hits are not listed in these tables
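HEK293T cells stably expressing RXFP1 were pretreated with the PDE4 inhibitor Ro 20174, exposed to compounds for 30 min at 37C, lysed, and cAMP was read by TR-FRET. Data normalized to buffer (basal) and 29 nM porcine relaxin (100%).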
An asterisk follows results filed as active; u = inconclusive; x = not tested or not shown; & = joins results of further samples; [ ] = another dose, or the depositor's remark. Unless noted, the call rests on the fitted dose curve; in most records, active means well fitted curve in the direction sought with a large enough effect; inconclusive means small, poorly fitted or top-dose-only effect, or another doubt; inactive means no such curve, though single readings can be large; an effect the other way counts as inactive or inconclusive. This is a subset. The share of hits here may be higher or lower than overall.

no.	SMILES	TRHR enhancer	D1 antag	D1 agonist	Apoferritin bind	D2 potentiator	D1 potentiator	TRHR ag	RXFP1 antagonist	RXFP1 agonist
1	COc1ccc(S(=O)(=O)N2CCc3ccccc32)cc1C(=O)NC1(C)CCS(=O)(=O)C1 (stereo not given)	-1.1	-12.3	3.9	x	-8.8	-5.0	0.4	-2.7	1.2%
2	c1ccc(OCCn2c(COc3ccccc3)nc3ccccc32)cc1	-2.9	2.2	22.4	10.4%	1.8	-0.3	2.1	-11.9	-1.5%
3	CCC(C(=O)OCC(=O)Nc1c(Cl)cc(Cl)cc1Cl)c1ccccc1 (stereo not given)	-2.5	-5.4	7.0	-3.1%	-0.9	-1.1	0.8	-14.1	-0.4%
4	O=C(O)Cn1c(Cc2ccccc2)nc2ccccc21	0.0	29.8	0.4	-3.8%	-5.4	2.8	1.3	8.3	-1.3%
5	CSc1cccc(NC(=S)Nc2ccc(F)cc2)c1	-8.7	-4.6	3.1	4.2%	4.1	-6.0	0.5	7.8	1.0%
6	CN(CCc1cnn(C)c1)Cc1cn[nH]c1-c1ccc(-c2ccccc2)cc1	17.9	1.9	0.7	-11.4%	-1.8	-2.0	1.7	-18.9	-0.3%
7	CNC(=O)NCC12CC3CC(CC(C3)C1)C2	0.4	-1.6	3.2	u	4.0	-7.5	0.8	1.2	2.4%
8	C=CCOc1ccn(C)c(=O)n1	9.7	-1.8	3.1	3.4%	-5.2	1.2	0.9	1.3	0.3%
9	CSCCC(NS(=O)(=O)c1ccc2c(c1)oc(=O)n2C)C(=O)N1CCN(c2cccc(Cl)c2)CC1 (stereo not given)	37.9*	0.2	10.0	12.1%	-7.8	-6.3	0.5	-11.8	-2.5%
10	O=C(O)CCC(=O)Nc1sc2c(c1C(=O)Nc1ccccc1)CCCCC2	-3.3&6.2	3.2&-14.8	-0.1&-3.4	-5.0%&-11.9%	3.5&-4.6	4.3&2.4	0.2&4.2	-8.5&-13.5	-3.0%&0.7%
11	COc1ccc(CCn2c(SCC(=O)Nc3cc(C)on3)nc3ccccc3c2=O)cc1OC	-2.3	5.2	3.6	-5.1%	2.0	-0.6	-0.3	5.9	0.8%
12	O=C(COC(=O)/C=C/c1ccccc1)NCc1ccc(Cl)cc1	4.5	-1.1	-0.6	0.7%	-3.7	-3.4	-1.4	-7.5	0.1%
13	COc1ccccc1-c1noc(CCCC(=O)Nc2ccc(C(N)=O)cc2)n1	-1.5	6.4	3.4	37.9%[activator]	-5.0	2.6	-0.6	2.2	0.1%
14	CCOC(=O)N/N=C(\C)c1ccccc1OC(F)F	-5.4	-0.4	1.3	-6.0%	8.2	-8.6	0.6	-1.8	0.1%
15	Cc1ccc(-c2[nH]c3ccccc3c2SCCNC(=O)c2cc3ccccc3oc2=O)cc1	5.6	7.6	-3.1	-6.4%	0.5	-1.0	0.1	-18.1	2.5%
16	CCCOc1ccc(C(=O)Nc2ccc(C)cc2[N+](=O)[O-])cc1	-3.7	-16.3	3.9	-10.1%	0.9	-0.7	0.0	3.8	-0.7%
17	COC(=O)c1ccc(CSc2nc3c(cnn3-c3ccccc3)c(=O)[nH]2)o1	1.9	-13.9	0.0	-12.6%	10.7	-6.0	-0.1	-14.7	4.4%
18	COc1cccc(N2C(=O)CC(Sc3nc(C)cc(C)n3)C2=O)c1 (stereo not given)	1.5	11.9	-0.4	2.3%	11.6	-5.5	0.1	-2.4	10.6%
19	CCCn1nc(NC(=O)C(C)(C)C)c2cc3cc(OC)ccc3nc21	1.5	0.3	-0.7	57.5%[activator]	8.2	-4.5	-0.5	1.0	1.9%
20	O=S(=O)(Nc1ncccn1)c1ccc(NC(=S)Nc2ccc(Cl)cc2)cc1	-1.8	-8.3	8.5	-1.4%	-0.4	-0.8	1.3	0.6	-0.8%
21	CCn1cc(/C=C/C(=O)Nc2c(C)nn(Cc3ccccc3C)c2C)cn1	-4.9	24.3	0.9	0.3%	-7.3	-1.2	0.0	5.1	3.4%
22	O=C(Oc1coc(CSc2ncccn2)cc1=O)c1ccc(Br)o1	-0.5	-11.1	2.2	6.8%	1.9	-7.0	0.3	-22.2	-0.3%
23	COC(=O)[C@H](Cc1ccccc1)NC(=O)NCCc1ccccc1F	7.1	-11.3	4.7	-7.7%	x	3.1	-0.7	0.7	0.8%
24	CC(C)NC(NC(=O)/C=C/c1ccccc1)C(Cl)(Cl)Cl (stereo not given)	-0.3	-1.5	2.6	-11.1%	9.9	-0.8	-0.3	-8.1	-0.2%
25	COC(=O)C1CSC(C)(C)C(=O)N1 (stereo not given)	8.8	-1.3	1.7	-14.2%	-3.1	-0.5	0.4	-3.1	1.3%
26	COc1ccc(-c2cc(=O)oc3c(C)c(OC(=O)c4cccs4)ccc23)cc1	-2.6	9.1	0.8	-8.5%	-1.9	-5.2	-1.3	-5.1	5.6%
27	CN1CCN(S(=O)(=O)CC2(C)C3CCC2(C)C(=O)C3Br)CC1 (stereo not given)	-0.7	-3.4	1.4	-0.1%	-1.0	-4.5	0.4	-7.3	-1.0%
28	COC(=O)c1c(C)oc(C)c1S(=O)(=O)N(Cc1ccccc1)C(C)C	-2.2	-6.0	2.6	0.5%	-2.5	-3.6	1.0	15.0	0.8%
29	CCN(CC(=O)NCc1ccccn1)S(=O)(=O)c1ccc(Cl)cc1	28.4	-4.0	2.1	6.9%	3.0	6.9	-0.6	2.2	1.8%
30	Cc1[nH]c2ccccc2c1C(=O)/C=C/c1ccccc1Cl	24.8	1.9	1.7	-12.8%	11.1	10.2	1.1	5.4	0.2%
31	COc1ccc(S(=O)(=O)NC(C)C)cc1-n1cnnn1	-1.3&-7.4	5.5&-10.5	0.5&7.1	-3.1%&-11.8%	9.0&12.0	-0.1&-0.3	3.0&0.6	1.0&12.8	-0.4%&0.9%
32	Cc1cc(C)nc(Nc2n[nH]c(-c3ccccc3Br)n2)n1	-2.2	-13.8	1.8	-7.9%	-5.6	-6.2	0.2	3.0	0.8%
33	NNC(=O)COc1ccccc1F	4.7	15.4	0.7	-5.8%	-4.8	-7.2	0.1	-15.6	2.6%
34	C/C(=N\NC(=O)CNC(=O)C1COc2ccccc2O1)c1ccco1 (stereo not given)	4.0	9.5	-0.6	u	-3.5	2.4	0.0	-8.3	-2.2%
35	COC(=O)C1CCN(C(=O)C(C)Oc2ccc(Cl)cc2Cl)CC1 (stereo not given)	-3.4	-8.7	7.1	-4.5%	17.5	-2.3	-3.2	3.9	2.6%
36	CCCCN1C(=O)C(O)(CC(=O)c2ccco2)c2cc(Br)ccc21 (stereo not given)	-6.1	-15.7	2.8	-8.0%	3.6	-3.0	0.1	9.0	9.0%
37	O=C(CCCSc1nc2ccccc2[nH]1)NCc1ccco1	1.7	8.7	1.0	-10.1%	6.3	-1.9	-0.9	-5.1	2.4%
38	COc1ccc(NC(=O)CSc2nc3ccccc3c(=O)n2CCCC(=O)NCC2CCCO2)c(OC)c1 (stereo not given)	-1.8	4.9	0.8	-0.7%	10.2	-6.4	-0.7	12.7	1.1%
39	C/C(=N\Nc1nccnc1Cl)c1ccc(F)cc1	3.8	10.5	-1.6	-5.3%	-0.7	0.2	-1.3	-8.2	0.4%
40	Cc1ccc(NC(=O)c2cccc(C(F)(F)F)c2)cc1NC(=O)c1[nH]cnc1C(N)=O	-0.4	x	1.2	x	1.3	2.2	0.1	x	2.3%
41	CCC(CC)C(=O)NCCc1cc2cc(C)c(C)cc2[nH]c1=O	-1.0	-10.1	-1.9	10.5%	3.3	-4.4	0.0	x	1.8%
42	CCOc1ncccc1C(=O)OCC(=O)N1CC(=O)Nc2ccccc21	5.1	-4.2	2.6	1.9%	14.0	2.1	-1.4	-5.7	-0.5%
43	O=C(O)c1ccccc1C(=O)NCCCn1ccnc1	2.5	-0.2	0.6	-10.4%	-4.2	1.9	0.6	-11.3	-1.2%
44	CC(=O)c1sc2nc(CSc3nnnn3-c3ccccc3)[nH]c(=O)c2c1C	6.3	20.9	11.1	u	-2.2	0.7	8.1	-37.9	7.9%
45	Cc1nc2ccc(S(=O)(=O)NCC(=O)N3CCN(c4ccccn4)CC3)cc2s1	9.7	14.4	1.2	-8.8%	-3.1	-6.6	-0.1	2.8	0.0%
46	COc1ccc(/C=C2\N=C(C)OC2=O)cc1OC(C)=O	0.2	11.5	2.7	-2.7%	13.4	-0.8	-2.1	5.9	-4.7%
47	COCCN1CCN(C(=O)C2CCC(=O)N(CCc3cccc(F)c3)C2)CC1 (stereo not given)	-4.8	-6.3	0.8	-11.3%	0.9	2.1	0.3	-1.8	1.7%
48	O=C1CC(NNc2nc3ccccc3s2)C(=O)N1c1ccc(F)cc1 (stereo not given)	-1.9	-27.4	0.2	-7.9%	-1.3	-13.3	0.6	-6.8	-0.7%
49	COc1cc2c(cc1OC)C(C)N(C(=O)c1cccc([N+](=O)[O-])c1)CC2 (stereo not given)	4.8	11.5	-0.5	-10.3%	8.7	-4.1	1.1	-6.4	0.1%
50	COc1cccc(CN(C)C(=O)c2ccccc2SCC(=O)N2CCCC2)c1	-0.6	-11.8	2.0	x	7.8	-6.0	0.1	-2.5	0.5%
51	CCOc1ccccc1OCCCCN1CCCC1	4.5	-5.8	8.1	-11.8%	-11.3	-3.5	0.4	-10.3	-1.2%
52	COc1ccc2cc3c(N)nn(C(=O)c4ccc(F)cc4Cl)c3nc2c1	9.6	-15.4	2.4	u	-1.9	-2.4	0.4	x	-1.4%
53	O=C(CSc1nc2c(c(=O)n1-c1ccc(F)cc1)SCC2)NCC1CCCO1 (stereo not given)	-5.9	-1.1	3.2	0.5%	16.1	-0.9	0.0	-0.3	-0.8%
54	CCN(c1ccccc1)S(=O)(=O)c1ccc2ccccc2c1	-5.3	20.2	3.2	1.7%	-5.5	3.1	-0.1	-16.7	-2.0%
55	Cc1ccc(NC(=O)CN(C)C(=O)c2cc(-c3cccs3)nn2-c2ccccc2)cc1	-4.7	-19.8	1.3	x	-9.6	-9.7	0.7	2.4	3.4%
56	O=c1oc2c(Cl)cc(Cl)cc2cc1-c1nnc(Nc2ccccc2F)s1	-0.7	-17.0	4.8	-0.6%	-6.5	-12.9	2.5	x	-0.4%
